EPAC1 ag – EPAC1 (human) agonism | O95398 | EPAC1 agonist qHTS, biochemical assay; response scale: 100% = response to 6.5 mM cAMP | Potency, µM (top dose mostly 154 µM), for the others: top-dose activation, usual class: activators | 360,000 tested, 0.073% active | AID 720707; further: nearly all actives have a fitted effect of over 60% in size
Target sequence (O95398 whole entry, looked up): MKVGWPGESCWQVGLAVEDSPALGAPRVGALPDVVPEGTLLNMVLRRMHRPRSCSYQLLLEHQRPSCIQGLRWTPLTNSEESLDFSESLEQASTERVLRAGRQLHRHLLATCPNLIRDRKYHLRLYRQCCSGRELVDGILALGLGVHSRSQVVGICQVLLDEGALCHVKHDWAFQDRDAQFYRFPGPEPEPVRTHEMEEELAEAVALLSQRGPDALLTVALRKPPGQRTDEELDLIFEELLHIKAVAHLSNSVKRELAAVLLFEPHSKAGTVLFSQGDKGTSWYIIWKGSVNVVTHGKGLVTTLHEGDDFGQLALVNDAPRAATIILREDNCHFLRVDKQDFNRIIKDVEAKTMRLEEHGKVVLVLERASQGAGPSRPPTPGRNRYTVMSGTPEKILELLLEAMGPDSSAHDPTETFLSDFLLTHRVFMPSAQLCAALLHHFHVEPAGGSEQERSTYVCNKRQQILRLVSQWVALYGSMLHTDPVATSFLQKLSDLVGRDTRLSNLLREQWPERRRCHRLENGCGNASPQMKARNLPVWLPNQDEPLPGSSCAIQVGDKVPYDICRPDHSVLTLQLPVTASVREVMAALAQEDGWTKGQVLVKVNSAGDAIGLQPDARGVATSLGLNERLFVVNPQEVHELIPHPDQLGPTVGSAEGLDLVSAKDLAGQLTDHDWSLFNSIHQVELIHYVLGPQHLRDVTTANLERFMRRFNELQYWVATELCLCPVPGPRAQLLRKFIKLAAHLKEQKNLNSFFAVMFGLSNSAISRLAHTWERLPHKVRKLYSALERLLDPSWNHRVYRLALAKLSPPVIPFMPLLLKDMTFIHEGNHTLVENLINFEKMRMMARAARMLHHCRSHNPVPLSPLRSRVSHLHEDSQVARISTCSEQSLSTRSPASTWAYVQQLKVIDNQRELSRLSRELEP
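Nucleotide exchange assay: 100 nM EPAC1 with 250 nM Rap1B loaded with BODIPY-GDP and 50 uM GDP, room temperature. Fluorescence (480/540 nm) read every 5 min for 30 min; signal change normalized to 6.5 mM cAMP as full agonist.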
aSyn yeast inh – rescues yeast growth from alpha-synuclein toxicity; Potency, µM (highest dose often 46.1 µM), for inactives: at the top dose growth rescue (activation), most hits filed as activators; 370,000 tested, 0.14% active; AID 652106; Yeast expressing alpha-synuclein, growth rescue, BacTiter-Glo, 24 h; further: % of control where 0% means no effect; nearly all actives have a fitted effect of over 65% in size
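Rescue of yeast growth: cells expressing toxic alpha-synuclein, induced in galactose at OD600 0.02, incubated with compound 24 h at 30 C. ATP luminescence quantified growth; inhibitors of toxicity appear as activators.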
EPAC2 antagonist – blocks human EPAC2 exchange factor. EPAC2 GEF exchange of Rap1B-BODIPY-GDP, fluorescence. Potency, µM (titrated, usually from 114 µM), inactives show top-dose activity, negative = inhibition, usual class: inhibitors. 360,000 tested, 0.18% active; further: on the % scale 0 is the no-effect control and ±100 the full control effect; nearly all actives have a fitted effect of over 45% in size; many of its hits are not listed in these tables
EPAC1 antagonist – blocks human EPAC1 exchange factor. O95398. EPAC1 GEF assay, Rap1b-BODIPY-GDP exchange fluorescence. Potency, µM (top dose mostly 115 µM), for the others: at the top dose activity change, negative = inhibition, actives largely listed as inhibitors. 360,000 tested, 0.14% active. AID 720709;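 further: plate controls were vehicle for no effect and positive control for full effect; nearly all actives have a fitted effect of over 50% in size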
PTHR1 ag – activates the human parathyroid hormone receptor PTHR1; HEK293 GP2 PTHR1 cells, GloSensor cAMP luminescence, 1 h; Potency, µM (titrated, usually from 115 µM), for the others: at the top dose activation, most hits filed as activators; 410,000 tested, 0.075% active; further: nearly all actives have a fitted effect of over 55% in size; some results filed as inactive show a strong effect at the top dose; inactives centre near -15; many of its hits are not listed in these tables
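HEK-293-derived GP2 cells expressing PTHR1 and a GloSensor cAMP reporter, 3,000/well, plated overnight, given luciferin plus IBMX (each 0.5 mM as added) for 1 h at 37 °C, then compound for 1 h at 37 °C. Luminescence was read after 15 min at room temperature.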
EPAC2 ag – agonists of human EPAC2 (RAPGEF4); AID 720711; 360,000 tested, 0.079% active; Potency, µM (top dose mostly 154 µM), without a hit: at the top dose activation, hits mostly activators; EPAC2 activation, biochemical qHTS; response scale: 100% = 6.5 mM cAMP response; further: nearly all actives have a fitted effect of over 50% in size
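EPAC2 (100 nM) mixed with Rap1B loaded with BODIPY-GDP (250 nM) plus 50 uM unlabeled GDP; compounds pinned in, 5 min RT, then read every 5 min for 30 min (ex 480, em 540 nm). Normalized to cAMP control.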
TDP-43 yeast inh – TDP-43 toxicity inhibition in yeast; TDP-43 expressing yeast growth rescue, BacTiter-Glo, 24 h; Potency, µM (doses to about 46.1 µM), inactives show at the top dose growth rescue (activation), usual class: activators; 410,000 tested, 1.8% active; further: % of control where 0% means no effect; nearly all actives have a fitted effect of over 50% in size
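Readout is BacTiter-Glo luminescence of cell growth, so inhibitors register as activators. TDP-43-expressing yeast at OD600=0.02 in galactose medium, after raffinose pregrowth to mid-log, were incubated with compound for 24 hr at 30 deg C.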
FUS yeast rescue – FUS proteinopathy suppression in yeast; Potency, µM (series often up to 76.6 µM), without a hit: at the highest dose growth rescue (activation), most hits filed as activators; 390,000 tested, 0.24% active; S. cerevisiae FUS-expressing, growth rescue, OD600, 24 h;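 further: plate controls were DMSO vehicle for no effect and reference control for full effect; nearly all actives have a fitted effect of over 55% in size; some results filed as inactive show a strong effect at the top dose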
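Absorbance at 600 nm, taken 24hr after compound addition, measured rescue of FUS-yeast growth at 30C. Induction used 2% galactose with seeding at OD 0.005. Controls: CP55940 from 92uM final, DMSO only.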
* marks the source's active call; other numbers are inactive results; i = inactive; ? = inconclusive; . = no result given; & = joins results of further samples; [ ] = remark or other dose. The call rests on the fitted dose curve; in most records, active means well fitted curve in the direction sought with a large enough effect; inconclusive means small, poorly fitted or top-dose-only effect, or another doubt; inactive means no such curve, though single readings can be large; an effect the other way counts as inactive or inconclusive. Potency means the concentration at half of the fitted maximal effect. Only part of the results is shown; rates above refer to the full screens.

Sequence of screens – EPAC1 antagonist, FUS yeast rescue, EPAC2 antagonist, EPAC2 ag, PTHR1 ag, EPAC1 ag, TDP-43 yeast inh, aSyn yeast inh
1) COc1ccc(C(=O)C2CCCN(C(=O)c3ccc(CSC)o3)C2)cc1F (centres undefined)
→ -14%, 16%, 6%, -2%, i, -19%, 21%, 0%
2) Cc1cc(C)cc(-n2nnnc2SCC(=O)Nc2nc(-c3ccc(Cl)cc3)cs2)c1
→ -5%, 8%, -4%, -3%, i, 9%, -8%, -4%
3) Cc1ccc(S(=O)(=O)N2CC(C)N(C(=O)N3CCOCC3)C2)cc1 (centres undefined)
→ -13%, -2%, 0%, 12%, i, 8%, 6%, -1%
4) O=C(Nc1nc(-c2ccc(F)cc2)cs1)c1ccc(N2C(=O)CCC2=O)cc1
→ -23%, 11%, 2%, -7%, -41%[inhibitor], -12%, 17%, 0%
5) COc1ccc(S(=O)(=O)Nc2cccc(C)c2C)c2cccnc12
→ ?, 30%, -9%, 11%, i, -4%, -21%, 2%
6) COc1ccc(CN(C)C(=O)/C=C/[C@H]2O[C@@H](n3cc(C)c(=O)[nH]c3=O)C[C@@H]2O)cc1OC
→ 1%, -10%, 2%, 4%, 21%, 11%, 11%, -5%
7) Cc1c(Br)cc(-c2nnco2)cc1Br
→ -13%, 17%, 3%, 5%, -8%[57.5 µM], 5%, -1%, 13%
8) Cc1cc(Cl)c(S(=O)(=O)N2CCN(c3ccccn3)CC2)cc1OCC(N)=O
→ -11%, -9%, -6%, -1%, -1%, 12%, -2%, -1%
9) O=S(=O)(CCSc1ccc(C(F)(F)F)cn1)c1ccccc1
→ -10%, 12%, -15%, 3%, -16%, -7%, 20%, 0%
10) COc1cc2ncnc(NCc3ccccc3F)c2cc1OC
→ -11%, -7%, -21%, -1%, -16%, 9%, 12%, 2%
11) CCCCCOc1ccc(C(=O)OCC(=O)Nc2cc(C)c(C)cc2[N+](=O)[O-])cc1
→ -8%, 8%, -14%, 3%, i, 13%, 14%, 14%
12) CN(CC(=O)Nc1ccc(Cl)c(C(F)(F)F)c1)S(=O)(=O)c1cnc[nH]1
→ 6%, -17%, -11%, 11%, -14%, 2%, 12%, 7%
13) NC(=O)c1ccc(NC(=O)COC(=O)c2c3c(nc4ccccc24)/C(=C\c2ccc4c(c2)OCO4)CCC3)cc1
→ -22%, ?, 7%, 19%, i, 5%, ?, -12%
14) COCCN(C(=S)Nc1cccc(C)c1)C(C)c1cccnc1 (centres undefined)
→ 8%, 18%, 0%, -3%, i, -1%, 0%, -4%
15) CCN(CC)CCn1c(NCc2ccc3c(c2)OCO3)nc2ccccc21
→ ?, 0%, -1%, 3%, -6%, -2%, 11%, -1%
16) Cc1cccc(C(=O)Nc2nnc(-c3ccco3)o2)c1
→ -3%, -5%, -5%, -10%, i, -1%, ?, 0%
17) COc1ccc(N2C(=O)N3[C@@H]4c5ccccc5OC[C@@H]4[C@@H](c4ccccc4)[C@@]3(C)C2=O)cc1
→ 1%, ?, -3%, 17%, i, 5%, ?, 2%
18) c1ccc(COc2ccccc2CNC23CC4CC(CC(C4)C2)C3)cc1
→ -5%, -1%, 8%, 5%, i, -1%, -8%[0.397 µM], 3%
19) COc1ccc(Cl)cc1NC(=O)CN(C)C(=O)CN1C(=O)NC(C)(C)C1=O
→ 3%, ., 3%, 0%, i, 3%, -3%, 0%
20) COC(=O)c1sc(NC(=O)CSc2nnnn2-c2cccc(OC)c2)nc1C
→ -9%, ?, -7%, -13%, -16%, -23%, -4%, -3%
21) N#C/C(=C\C1=C(N2CCOCC2)C(=C\c2ccccc2)/CC1)C(=O)Nc1ccccc1F
→ 19%, 6%, 4%, -1%, -14%, -4%, 3%, 8%
22) COc1ccc(C2NC(=O)C(=O)/C2=C(\O)c2ccc(Cl)cc2)cc1OC (centres undefined)
→ -10%, 20%, 1%, -1%, i, -2%, 8%, -5%
23) Cc1ccc(S(=O)(=O)/N=c2\scc(C)n2C)cc1
→ -2%, 3%, 5%, 6%, -26%, 0%, 0%, 0%
24) COCCC(=O)N1CCC(Oc2ccc(C(=O)NC3CCCCC3)cc2)CC1
→ -6%, -9%, -5%, 10%, -14%, -2%, -6%, -2%
25) O=C(Nc1ccc(F)cc1)c1nn(-c2ccccc2)c(=O)cc1Cl
→ ?, -6%, -12%, 8%, -96%[inhibitor], -4%, 15%, -2%
26) N#Cc1ccccc1CCN1C(=O)c2ccccc2C1=O
→ -6%, -36%, 0%, 3%, -4%, 7%, ?, -1%
27) O=C1CN(C(=O)COC(=O)C2=COCCO2)c2ccccc2N1
→ -21%, 17%, 3%, 4%, i, 3%, 19%, -2%
28) Cc1cccc(Oc2ccccc2NC(=O)c2cnccn2)c1
→ 3%, -7%, -1%, -7%, i, 3%, ?, 0%
29) CC(C)(C)CNC(=O)c1cccc2c1C(=O)c1ccc(-c3cc4ccccc4o3)cc1S2(=O)=O
→ ?, -1%, -18%, 100µM*, -36%[inhibitor], -6%, 3%, 1%
30) CC(C)(C)OC(=O)NCCCCCc1nnc(SCc2c(F)cccc2Cl)o1
→ -4%, 43%, 3%, 10%, -1%, -11%, -17%[1.82 µM], 6%

Quoted at random: 6 entries already listed.
Sequence of screens – EPAC1 antagonist, FUS yeast rescue, EPAC2 antagonist, EPAC2 ag, PTHR1 ag, EPAC1 ag, TDP-43 yeast inh, aSyn yeast inh
28) Cc1cccc(Oc2ccccc2NC(=O)c2cnccn2)c1
→ 3%, -7%, -1%, -7%, i, 3%, ?, 0%
4) O=C(Nc1nc(-c2ccc(F)cc2)cs1)c1ccc(N2C(=O)CCC2=O)cc1
→ -23%, 11%, 2%, -7%, -41%[inhibitor], -12%, 17%, 0%
22) COc1ccc(C2NC(=O)C(=O)/C2=C(\O)c2ccc(Cl)cc2)cc1OC (centres undefined)
→ -10%, 20%, 1%, -1%, i, -2%, 8%, -5%
27) O=C1CN(C(=O)COC(=O)C2=COCCO2)c2ccccc2N1
→ -21%, 17%, 3%, 4%, i, 3%, 19%, -2%
7) Cc1c(Br)cc(-c2nnco2)cc1Br
→ -13%, 17%, 3%, 5%, -8%[57.5 µM], 5%, -1%, 13%
9) O=S(=O)(CCSc1ccc(C(F)(F)F)cn1)c1ccccc1
→ -10%, 12%, -15%, 3%, -16%, -7%, 20%, 0%

The main list resumes, starting three compounds before the break.
Sequence of screens – EPAC1 antagonist, FUS yeast rescue, EPAC2 antagonist, EPAC2 ag, PTHR1 ag, EPAC1 ag, TDP-43 yeast inh, aSyn yeast inh
28) Cc1cccc(Oc2ccccc2NC(=O)c2cnccn2)c1
→ 3%, -7%, -1%, -7%, i, 3%, ?, 0%
29) CC(C)(C)CNC(=O)c1cccc2c1C(=O)c1ccc(-c3cc4ccccc4o3)cc1S2(=O)=O
→ ?, -1%, -18%, 100µM*, -36%[inhibitor], -6%, 3%, 1%
30) CC(C)(C)OC(=O)NCCCCCc1nnc(SCc2c(F)cccc2Cl)o1
→ -4%, 43%, 3%, 10%, -1%, -11%, -17%[1.82 µM], 6%
31) Cc1cccc(C)c1NC(=O)C1(C)CN(S(C)(=O)=O)CC(=O)N1Cc1ccc2c(c1)OCO2 (centres undefined)
→ -9%, 5%, 4%, 9%, -7%, -2%, 1%, 3%
32) Cn1cc(Cl)c(/C=C(\C#N)S(=O)(=O)c2ccccc2)n1
→ -6%, 4%, 5%, 1%, -5%, 9%, ?, 4%
33) CN(Cc1ccc(Br)cc1)CC(O)COc1cccc(Br)c1 (centres undefined)
→ -18%, 2%, -18%, 11%, -1%, 4%, -6%, ?
34) CC(=O)c1cc(N2CCOCC2)ccc1[N+](=O)[O-]
→ -24%, 24%, -6%, 5%, i, -1%, 10%, -4%
35) COc1ccc(-c2nc(CSCC(=O)NCc3ccc4c(c3)OCO4)c(C)o2)cc1
→ -2%, -23%, 8%, 1%, i, 0%, 0%, -8%
36) c1cnn(-c2nc(N3CCOCC3)nc(N3CCOCC3)n2)c1
→ 4%, -2%, -1%, 5%, i, 6%, -3%, .
37) Cc1ccc2nc3c(c(C(=O)OCC(=O)NC4CCS(=O)(=O)C4)c2c1)CCCC3 (centres undefined)
→ -4%, 2%, 1%, 6%, i, 3%, 23%, 2%
38) O=c1oc2ccccc2n1CCc1ccccc1
→ -4%, -6%, 3%, 9%, -5%[57.5 µM], 4%, ?, -2%
39) COc1ccc([C@H]2C=C3CN(C(=O)OC(C)(C)C)S(=O)(=O)[C@H]3C[C@H]2OC(=O)c2ccc(C(F)(F)F)cc2)cc1
→ 5%, 16%, 3%, -14%, i, 2%, 5%, 3%
40) N#C/C(=C/c1ccc(N2CCOCC2)o1)c1ccc(Cl)cc1
→ 3%, 28%, 21%, -88%[inhibitor], i, 18%, 14%, -71%[inhibitor]
41) COc1ccccc1C(=O)Nc1ccc2c(c1)nc(CCNC(=O)c1ccco1)n2C
→ -13%, 17%, -2%, 5%, 9%, 7%, -6%, -1%
42) O=C(NCc1ccccc1)NC1CCS(=O)(=O)C1 (centres undefined)
→ 6%, 18%, 15%, -8%, i, -2%, -12%, 5%
43) O=C(COC(=O)[C@H](Cc1ccccc1)NC(=O)c1cccs1)Nc1c(Cl)cccc1Cl
→ 2%, 31%, -1%, 8%, i, 1%, 6%, -6%
44) CC1=C(C(=O)Nc2ccc(C)cc2)C(c2ccc(C)o2)C2=C(CC(C)(C)CC2=O)N1 (centres undefined)
→ 9%, 28%, 17%, 1%, -3%, -7%, -8%, -3%
45) Cc1ccc(S(=O)(=O)N2CCC[C@H]2C(=O)OCCN2C(=O)c3ccccc3C2=O)cc1
→ 1%, 15%, -4%, -1%, i, 8%, ?, 8%
46) CCOc1ccc(C(=O)COC(=O)CNC(=O)C2CCCCC2)cc1
→ ?, 15%, 6%, -3%, -38%[inhibitor], 6%, 23%, 5%&-1%
47) CCc1cc2c(Nc3ccc(O)cc3)nc(C)nc2s1
→ -8%, -20%, -8%, 5%, -24%, 1%, 17%, 16%
